MT1-MMP act inh = blocks activation of human MT1-MMP; GFP/RFP ratio change, % at 20 µM; AID 651647; hit rate 0.061% among 360,000; P50281; HT1080 RFP-PRO-GFP cells, GFP/RFP ratio fluorescence, overnight; percent of plate control window, DMSO zero;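 active = GFP/RFP ratio change of at least 30% with cell ATP level not reduced by more than half and red fluorescence within 50% of control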; also: strong numbers were not always called active
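Assay system – RFP-PRO-GFP reporter HT1080 cells · Compound dosing – single dose of 20 µM compound, 1% DMSO final · Incubation – overnight compound exposure at 37 °C · Measure – GFP/RFP fluorescence ratio · Benchmarks – DMSO wells and RFP-L50D-GFP cells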
SKN-1 inh = C. elegans SKN-1 inhibition | hit rate 0.49% among 360,000 | C. elegans VP596 Pgst-4::GFP/RFP ratio, acrylamide-induced, 24 h | AID 624304 | inhibition, % at 21.8 µM;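 active = interference check ratio from 0.5 to 1.5 plus GFP to RFP signal ratio inhibition reaching or exceeding a fixed threshold, cut at about 30% in these data, passing the limit was not always enough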; also: some compounds called inactive have numbers as strong as hits
Rpn11 block = blocks the human proteasome subunit Rpn11; human 26S proteasome, Ub4-pepOG fluorescence polarization; 20S core pre-blocked with epoxomicin; calls only at 20 µM; hit rate 0.59% among 360,000; AID 588493;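 active = inhibition at 20 µM, scaled to each plate's controls, above about 33%, limit read from the data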
DNMT1 block = inhibitors of human DNMT1 | AID 588458 | DNMT1 molecular beacon, Hinp1I cleavage, fluorescence | inhibition (reported as % activation of signal), % at 10 µM | hit rate 0.83% among 360,000; in the data active = inhibition above about 50%
Target sequence (P26358 504-1616 limits assumed): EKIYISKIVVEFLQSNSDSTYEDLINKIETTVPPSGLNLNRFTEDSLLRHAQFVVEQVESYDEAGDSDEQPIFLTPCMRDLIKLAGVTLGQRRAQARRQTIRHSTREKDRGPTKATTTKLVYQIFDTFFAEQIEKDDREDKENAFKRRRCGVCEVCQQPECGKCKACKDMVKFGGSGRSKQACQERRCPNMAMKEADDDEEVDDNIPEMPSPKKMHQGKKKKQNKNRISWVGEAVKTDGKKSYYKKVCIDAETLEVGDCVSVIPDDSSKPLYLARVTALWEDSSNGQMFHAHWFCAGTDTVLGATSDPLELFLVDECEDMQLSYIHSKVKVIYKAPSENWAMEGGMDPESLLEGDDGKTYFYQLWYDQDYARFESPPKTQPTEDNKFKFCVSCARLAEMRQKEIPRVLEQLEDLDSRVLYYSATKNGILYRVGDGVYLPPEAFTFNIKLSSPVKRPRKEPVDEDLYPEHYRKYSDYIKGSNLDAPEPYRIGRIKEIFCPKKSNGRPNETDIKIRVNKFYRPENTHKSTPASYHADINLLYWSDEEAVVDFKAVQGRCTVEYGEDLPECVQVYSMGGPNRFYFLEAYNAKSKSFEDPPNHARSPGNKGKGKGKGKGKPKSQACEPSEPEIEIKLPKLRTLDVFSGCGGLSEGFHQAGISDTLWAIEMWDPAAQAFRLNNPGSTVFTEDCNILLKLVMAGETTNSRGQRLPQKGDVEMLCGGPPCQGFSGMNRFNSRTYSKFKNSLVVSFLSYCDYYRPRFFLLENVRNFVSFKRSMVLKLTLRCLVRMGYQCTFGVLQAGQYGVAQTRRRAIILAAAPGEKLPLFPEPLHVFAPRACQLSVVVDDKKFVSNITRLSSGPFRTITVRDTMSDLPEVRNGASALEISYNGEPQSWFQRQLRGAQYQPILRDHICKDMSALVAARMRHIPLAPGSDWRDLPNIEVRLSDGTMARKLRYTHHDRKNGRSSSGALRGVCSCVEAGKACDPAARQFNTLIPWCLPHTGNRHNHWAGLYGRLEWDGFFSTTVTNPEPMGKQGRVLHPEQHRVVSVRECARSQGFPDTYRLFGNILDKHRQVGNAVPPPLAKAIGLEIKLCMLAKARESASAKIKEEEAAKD
NadD inh = blocks S. aureus nicotinate mononucleotide adenylyltransferase; purified NadD enzyme, colorimetric absorbance read-out; inhibition, % at 20 µM; hit rate 0.78% among 360,000; AID 602399; in the data active = inhibition above about 26%; also: some compounds past the cut are filed as inactive
SUMO1 PPI mod = SUMO1-SIM interaction modulation; hit rate 0.33% among 360,000; AID 602429; P63165; SUMO1 binding to a labelled peptide, TR-FRET, 1 h; inhibition, % at 20 µM; in the data active = inhibition above about 37%
NRP1-CendR mod = modulators of CendR peptide binding to human neuropilin-1; inhibition, % at 25 µM; O14786; hit rate 0.85% among 360,000; FAM-RPARPAR peptide binding to NRP-1, fluorescence polarization;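 active = inhibition or corrected inhibition above about 18%, plus a signal ratio from 0.5 to 1.5, limit read from the data, passing the limit was not always enough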; also: strong numbers were not always called active
LMPTP inh = blocks human LMPTP phosphatase | inhibition, % at 20 µM | P24666 | recombinant LMPTP-A, OMFP fluorogenic substrate, fluorescence intensity | hit rate 0.22% among 360,000;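 active = compounds that cut the enzyme signal by at least half of the control window in the single-dose screen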;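 also: plate controls were DMSO wells with enzyme plus substrate for no effect and substrate without enzyme for full effect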
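Assay system: LMPTP-A enzyme. Input: 0.625 nM LMPTP-A final. Probe or stimulus: 400 µM OMFP. Compound dosing: single 20 µM dose. Schedule: 50 min dark incubation at room temperature. Detection: fluorescence intensity of OMFP turnover product. Read-out: percent inhibition versus substrate-only and uninhibited controls. Benchmarks: no-enzyme low control, uninhibited high control.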
STEP inh = STEP (human) phosphatase inhibition; AID 588621; inhibition, % at 20 µM; hit rate 0.25% among 360,000; recombinant STEP, OMFP fluorogenic substrate, fluorescence;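 active = inhibition at 20 µM, scaled per plate between control wells, above about 37%, limit read from the data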;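 also: 0% = DMSO with enzyme and substrate and 100% = substrate only without enzyme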
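System: isolated STEP enzyme; schedule: 20 min enzyme reaction at room temperature, protected from light; medium: Bis-Tris buffer pH 6.0, 2.5 mM DTT, 0.005% Tween 20; signal: fluorescence, 480/540 nm; dosing: single compound dose of 20 µM, 1% DMSO final; also added: OMFP substrate, 25 µM final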
Scp1 inh = blocks human Scp-1 phosphatase activity | inhibition, % at 20 µM | Recombinant Scp1, phosphopeptide, malachite green phosphate absorbance | AID 493091 | hit rate 0.88% among 340,000 | Q9GZU7;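 active = inhibition above about 50% at 20 µM, limit read from the data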;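 also: plate controls were DMSO wells with enzyme for no effect and wells lacking enzyme for full effect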
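Test system: SCP-1 catalytic domain; Buffer or medium: Acidic Tris acetate buffer with magnesium and detergent; Also added: Phosphorylated 17-residue peptide substrate; Compound: single 20 µM dose, 1% DMSO; Schedule: enzyme reaction 45 min at room temperature, colour 5 min, stabilisation 30 min; Signal: Phosphate-binding colour reagent, absorbance read at 630 nm.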
* = called active by the depositor; i = inactive; . = not tested or not shown.

SMILES	MT1-MMP act inh	SKN-1 inh	Rpn11 block	DNMT1 block	NadD inh	SUMO1 PPI mod	NRP1-CendR mod	LMPTP inh	STEP inh	Scp1 inh
COc1cccc(C2c3c(oc4cc(C)c(C)cc4c3=O)C(=O)N2CCCN(C)C)c1 (stereo not drawn)	0	13	i	-3	-3	-8	-2	-0.2	1	-8
CCC(CO)NCc1ccccc1OC(C)C (stereo not drawn)	4	1	i	-1	-4	-2	4	-1.9	0	-4
CC(C)OC(=S)N/C(=N\S(=O)(=O)c1ccccc1)c1ccccc1	2	-9	i	3	-1	-3	-9	-0.6	2	-4
CC(C)(C)CC(C)(C)c1ccc(OCC(=O)N/N=C/c2ccc(S(=O)(=O)O)o2)cc1	-1	4	i	-4	-5	0	-2	-1.0	-3	-14
FC(F)(F)c1cccc(Nc2nc(N3CCCC3)nc(N3CCCC3)n2)c1	-8	3	i	-4	4	0	1	3.6	5	1
CC1CN(C(=O)CNC(=O)COc2ccccc2)CC(C)O1 (stereo not drawn)	-1	-12	i	1	4	6	2	-1.3	-4	-7
CC(C)(C)NC(=O)C(c1ccccc1)N(C(=O)c1ccco1)C1CC1 (stereo not drawn)	-1	8	i	-1	5	-7	20	-1.8	1	-2
C/C(N)=C(/C#N)C(=O)CSc1nc2ccc(C)cc2[nH]1	-8	-30	i	-8	0	12	-4	0.8	-3	4
COC(=O)N/N=C/c1ccc(-c2cc(Cl)ccc2Cl)o1	0	0	i	-2	-2	-5	-4	0.1	2	-2
N#CCCn1nc(-c2ccc([N+](=O)[O-])cc2)cc1Nc1ccccc1NC(=O)C(F)(F)F	3	-1	i	2	-1	-17	-2	-0.7	-6	6
CC(C)C(c1nnnn1Cc1ccc(F)cc1)N1CCC(C(N)=O)CC1 (stereo not drawn)	1	1	i	0	3	4	0	-1.1	-2	-1
CC(C)CC(C(=O)OCC(=O)Nc1ncc(Cl)cc1Cl)N1C(=O)c2ccccc2C1=O (stereo not drawn)	-3	11	i	-3	2	5	-8	3.1	4	2
COc1cc(OC)c(OC)cc1CNC(=O)c1cc(=O)c2ccccc2o1	1	-7	i	5	-5	-22	8	-0.7	4	-5
O=C(C[n+]1ccccc1)N/N=C/c1cc(Br)ccc1F	4	8	i	3	5	-6	9	-1.8	-3	-4
COC(=O)c1ccc(OC(=O)c2nn(C)cc2Cl)c(OC)c1	6	-14	i	4	1	1	4	-0.8	-1	1
CC(C)Oc1ccc(C2CCC(=O)NC2=O)cc1 (stereo not drawn)	2	0	i	11	-1	3	10	-0.3	2	-7
C[C@@H]1CN([C@H](C)CO)S(=O)(=O)c2ccc(C#Cc3ccccc3F)cc2O[C@H]1CN(C)C(=O)c1ccc2c(c1)OCO2	-19	-1	i	-22	-2	7	-5	3.5	-1	.
Cc1ccc(-c2nc3cc(C)c(Br)c(C)n3c2Cc2ccccc2)cc1	-1	11	i	11	0	-4	0	-0.8	-1	.
CC(C)NC(=O)CSc1ccccc1C(=O)NCc1ccc2c(c1)OCO2	2	-5	i	1	0	-3	4	-0.3	-4	-10
CCc1nc2ccc(C(=O)NCCC(C)C)cn2c1N(CCN(C)C)CC1CC1	-5	17	i	-4	-6	-3	4	-0.8	-2	.
Cn1c(SCc2cnc(-c3ccccc3)s2)nnc1C1COc2ccccc2O1 (stereo not drawn)	10	3	i	-2	-4	-2	6	0.6	1	6
c1ccc2c(c1)CNc1ccccc1-2	-5	0	i	2	-7	3	9	-1.8	-2	3
CCOC(=O)c1nc(Nc2ccc(C(=O)OC)cc2)c2ccccc2n1	3	0	i	-2	1	-13	7	0.7	1	3
Cc1ccc(Cc2c(C(C)(C)C)nc3cc(C)c(Br)c(C)n23)cc1	-1	8	i	36	12	0	3	3.1	1	.
CCOC(=O)c1c(NC(=O)C2C3C=CC(C3)C2C(=O)O)sc2c1CCC(C)C2 (stereo not drawn)	2	-18	i	11	5	9	-5	0.7	4	12
(list continues)
SMILES	MT1-MMP act inh	SKN-1 inh	Rpn11 block	DNMT1 block	NadD inh	SUMO1 PPI mod	NRP1-CendR mod	LMPTP inh	STEP inh	Scp1 inh
O=C(c1cc(C(=O)N2CCN(c3ccc(F)cc3)CC2)cc([N+](=O)[O-])c1)N1CCN(c2ccc(F)cc2)CC1	5	-1	i	-1	-1	-18	1	0.3	2	2
O=C(c1ccc2c(c1)C(=O)N(Cc1ccco1)C2=O)N1CCOCC1	-3	5	i	2	-1	-10	3	-0.9	-5	-6
CC(C)(C)c1cc(NC(=O)NN2CCOCC2)nn1-c1c(Cl)cc(Cl)cc1Cl	-2	-2	i	-1	-2	4	3	-4.6	0	5
Cc1[nH]c(=O)[nH]c(=O)c1S(=O)(=O)N(CC(C)C)CC(C)C	0	13	i	3	-3	3	-3	-0.3	-1	-4
CCCCC1CCC(C(=O)N2CCOCC2)CC1 (stereo not drawn)	-2	13	i	0	-2	1	10	-0.9	-3	-5
CSc1ccc2c(c1)N(CCC1CCCCN1C)c1ccccc1S2 (stereo not drawn)	-15	6	i	7	-1	-6	4	-0.2	2	-6
CC(C)C(C)NC(=O)CSc1nc2scc(-c3ccco3)c2c(=O)n1-c1ccccc1 (stereo not drawn)	-4	-8	i	0	21	3	-30	2.1	1	-8
CC(C)C[C@@H](CSc1ccccc1)N1CCN(C)CCC1=O	-2	-5	i	1	-3	-5	9	-1.3	-2	1
CC(/C=C1\SC(=S)N(NC(=O)c2ccncc2)C1=O)=C\c1ccccc1	0	7	i	-3	20	12	-25	0.7	10	4
COc1cc(CNCCc2ccccc2)cc(Br)c1OCC(=O)Nc1ccccc1C	3	23	i	1	3	5	-2	4.2	1	-2
CCOC(=O)N1CCN(C(=O)Cn2nc(C)n3nc(-c4ccc(CC)cc4)cc3c2=O)CC1	2	6	i	1	-7	-1	-8	-1.2	-1	-9
N#CC1=C(N)Oc2cc(O)c(Cl)cc2C1c1ccccc1F (stereo not drawn)	-136	-7	i	10	5	-18	118	-2.4	-6	2
Cc1ccccc1NC(=S)NNC(=O)c1ccco1	-1	-7	i	1	-6	1	0	-1.4	-2	-7
Cc1sc(NC(=O)C2C3CCC(O3)C2C(=O)O)c(C(=O)OC(C)C)c1-c1ccc(Cl)cc1 (stereo not drawn)	-1	-4	i	3	17	-1	21*	0.1	9	-7
O=C(CC1SC(=Nc2ccc(OC(F)F)cc2)N(CCC2=CCCCC2)C1=O)Nc1ccccc1F (stereo not drawn)	-8	-4	i	1	-4	-2	-6	5.2	-1	-15
Cc1ccc(-c2nc3c(C)cc(Br)cn3c2Cc2cccc(F)c2)cc1	-5	17	.	.	22	-11	-11	5.5	.	.
COc1ccc(C)cc1-n1c(SCC(=O)NCC2CCCO2)nc2c([nH]c3ccccc32)c1=O (stereo not drawn)	-5	-28	i	4	1	-6	-13	0.7	-2	1
Cc1ccc(NC(=O)Cc2ccccc2)cc1S(=O)(=O)N1CCOCC1	3	-18	i	0	5	11	11	-0.2	2	-7
Cn1c(=NC(=O)CCl)sc2ccccc21	1	-6	i	8	2	4	-5	-0.5	2	-5
CCOC(=O)C1(CCCc2ccccc2)CCN(C(=O)c2n[nH]c(CC)c2C)CC1	8	-7	i	2	4	-1	-3	0.0	0	.
c1ccc2c(c1)nc(-c1ccncc1)n2CCNc1nc(CN2CCCCC2)cs1	-2	-1	i	-9	2	1	-13	-1.4	-1	-8
O=C1CC(C(=O)Nc2ccccc2C(=O)O)C(c2ccccc2)O1 (stereo not drawn)	-2	-2	i	7	-3	3	10	-0.2	-4	-5
COc1ccccc1CNC(=O)CCc1nnc2ccc(NCCCN3CCCC3=O)nn12	2	-10	i	1	-6	-2	7	-0.3	0	5
Cc1cccc(N(CC(=O)NCC2CCCO2)C(=O)CCC(=O)Nc2cc(C)on2)c1 (stereo not drawn)	-15	-3	i	-2	3	2	-3	-1.1	-5	3
Cc1occc1C(=O)N1CCN(c2ncccn2)CC1	6	8	i	0	6	6	5	-3.1	3	-4

Looked up above:
Value of N#CC1=C(N)Oc2cc(O)c(Cl)cc2C1c1ccccc1F (stereo not drawn) in SUMO1 PPI mod: -18
Value of O=C(c1ccc2c(c1)C(=O)N(Cc1ccco1)C2=O)N1CCOCC1 in STEP inh: -5

Remaining list, next part:
SMILES	MT1-MMP act inh	SKN-1 inh	Rpn11 block	DNMT1 block	NadD inh	SUMO1 PPI mod	NRP1-CendR mod	LMPTP inh	STEP inh	Scp1 inh
Cc1ccc(OCC(=O)NCC(=O)n2nc(C)cc2C)cc1	-1	0	i	3	1	-2	4	0.7	0	-3
CCOc1ccc(NC(=S)NC(=O)c2c(Cl)c(C)nn2C)c([N+](=O)[O-])c1	0	10	i	4	4	-17	0	0.5	5	-5
CC(C)N1C[C@@]23C=C[C@@H](O2)C(C(=O)OCc2ccccc2)[C@H]3C1=O (stereo partly drawn)	0	-3	i	2	0	21	-9	-1.0	-6	4
COCOc1ccc(/C=C/C(=O)c2c(O)cc(OCOC)cc2OCOC)cc1	1	7	i	4	-2	1	-11	0.6	2	-4
CC(=O)Nc1cccc(C(=O)N/N=C/c2ccc(C)o2)c1	4	-12	i	2	11	1	4	-0.2	6	3
CCc1nnc(SCC(=O)Nc2ccc(N3CCOCC3)cc2)o1	-1	-4	i	1	-4	-1	6	-2.2	-2	-2
CCOC(=O)Cc1nnc(NC(=O)CSc2nnc3c(n2)[nH]c2ccccc23)s1	1	7	i	9	14	19	-17	1.6	1	10
Cc1cccc(-c2c3c(=O)n(C)c(=O)n(C)c3c3nnc4ccccc4n23)c1	-79	7	.	7	-2	-6	-14	0.3	0	0
O=C(NN=C1CCCCCC1)c1ccc2c(c1)OCO2	1	-5	i	-2	-1	3	6	-0.8	-1	-9
Cc1ccc2oc(=O)n(Cc3ccccc3)c2c1	-6	-3	i	0	-6	4	14	-1.2	3	-2
O=C(Cc1ccc(Cl)c(Cl)c1)Nc1cccc(S(=O)(=O)N2CCOCC2)c1	1	2	i	-3	-9	0	6	3.3	-2	-14
COc1ccc(S(=O)(=O)Nc2c(C)n(C)n(-c3ccccc3)c2=O)cc1	3	-32	i	2	-4	-2	5	-0.7	-4	6
Cc1ccccc1NC(=O)CSCc1nc(N)nc(Nc2ccccc2C)n1	4	-4	i	2	0	1	-1	0.2	-1	1
Cc1ccccc1OCC(=O)OCC(=O)c1c[nH]c2ccccc12	3	4	i	-7	-12	5	-9	2.0	-2	-10

Some of the entries above, reformatted:
smiles,MT1-MMP act inh,SKN-1 inh,Rpn11 block,DNMT1 block,NadD inh,SUMO1 PPI mod,NRP1-CendR mod,LMPTP inh,STEP inh,Scp1 inh
Cc1ccccc1NC(=O)CSCc1nc(N)nc(Nc2ccccc2C)n1,4,-4,i,2,0,1,-1,0.2,-1,1
CC(=O)Nc1cccc(C(=O)N/N=C/c2ccc(C)o2)c1,4,-12,i,2,11,1,4,-0.2,6,3

Compound activity (PubChem)

This is a random part of the collection, and some 3.9% of all compounds hit somewhere here.
